Bioassay records as filed in PubChem.
bCat nuc transl – beta-catenin nuclear translocation modulation | hit rate 0.3% among 190,000 | nuclear translocation activity, % at 5 µM | HeLa beta-catenin nuclear translocation, immunofluorescence imaging;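 active = nuclear translocation activity above 50% at 5 µM, with a well cell count of 50 or more; inconclusive = wells under 50 cells across six images, flagged as toxic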;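 note: per-cell ratio of nuclear to cytoplasmic median beta-catenin stain intensity; plate controls were DMSO negative control for no effect and GSK-3 inhibitor IX positive control for full effect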
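Test system: human HeLa cells, native beta-catenin. Compound dosing: 5 µM primary single dose, 0.1% DMSO, 0.02–20 µM confirmation series. Incubation: compound exposure 24 h at 37°C. Detection: beta-catenin immunostaining with DAPI counterstain, 20x imaging, 6 fields/well. Read-out basis: Nuclear/cytoplasmic beta-catenin signal ratio, % activation.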
MT stabilizer – microtubule stabilizers in HeLa cells. HeLa tubulin immunostaining HCS, 24 h; share of cells brighter than vehicle mean+2SD. % tubulin-high responders, % at 10 µM. hit rate 0.83% among 200,000. AID 2205;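 active = plate Z-score above 3 for both tubulin-high and condensed-nucleus cell shares, with cell loss under 80%, at 10 µM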;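 note: anti alpha tubulin signal scored within the nucleus-defined area of each cell; some results filed as inactive read as strong as hits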
T cell modulator – T cell immune modulators affecting CD8 T cell-vesicle binding; 2C CD8+ T cell-vesicle binding, flow cytometry; stronger effect = lower value; calls only at 7 µM; hit rate 0.068% among 330,000;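 active = response, share of CD8 T cells binding vesicles, and their 90th percentile fluorescence all below set limits, cut at about 80% in these data, passing the limit was not always enough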
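Assay system: 2C TCR transgenic mouse naive CD8+ T cells, MACS-purified | Read-out: CD8+ gate FL2 mean fluorescence as % of same-row positive control | Signal: High-throughput flow cytometry with anti-B7-1 and anti-CD8 staining | Timing: Binding step 1.5 h, 37 °C, antibody labelling 20 min, ice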
Insulin prom up – MIN6 insulin promoter up-regulation; hit rate 0.3% among 190,000; MIN6 insulin promoter-GFP reporter, high-content imaging; stronger effect = higher value; z-score at 5 µM;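 active = z-score above 3 at 5 µM with at least 500 cells counted in the well; inconclusive = wells under 500 cells, flagged as cytotoxic or low count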
Dynein transport – dynein cargo transport inhibition; hit rate 0.47% among 220,000; 3617.4 mouse cells, GR-EGFP nuclear translocation imaging; test concentration mostly 20 µM; stimulated with dexamethasone, 1 µM; stronger effect = lower value; z-score, hits read low;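 active = plate z-score of nuclear minus cytoplasmic receptor signal below a set negative limit, without overly bright fluorescence or cell loss, cut at about -3.5 in these data, passing the limit was not always enough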;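 note: z-score of nuclear minus cytoplasmic ring GR-EGFP intensity difference per well; some compounds called inactive have numbers as strong as hits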
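Buffer or medium: tet-free, stripped-serum medium; Also added: dexamethasone, 1.0 µM final; Technique: high-content fluorescence imaging after fixation; Times: 48 h induction, 1 h compound, 30 min dex at 37 °C; Read-out: per-cell GR-EGFP intensity, nucleus versus surrounding cytoplasmic ring, well-averaged.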
Hep lipid drop – modulators of hepatic lipid droplet formation | AML12 mouse hepatocytes, oleate lipid droplets, BODIPY imaging | inhibition, % at 6.5 µM | hit rate 0.4% among 240,000;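 active = lipid droplet intensity inhibited by at least 50%, with more than 500 cells counted; inconclusive = wells with under 300 cells, treated as cytotoxic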
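Technique: fluorescence imaging, 20x objective, two fields per well / Assay system: AML12 hepatocytes (mouse) / Measure: % inhibition of lipid droplet signal / Doses: 6.5 µM single-point dosing / Incubation: overnight exposure / Reagent: 100 µM oleic acid challenge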
CSM14.1 death rescue – protection against thapsigargin-triggered cell killing – 384-well, CSM14.1, ATP luminescence, primary screen (AID 1222); CSM14.1 thapsigargin-induced death rescue, ATP luminescence; higher % means a stronger effect; one-dose cellular ATP content (survival), % at 20 µM; EC50 in µM for titrated hits; 190,000 tested, under 10 active;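 active = EC50 below 50 µM in the dose-response confirmation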;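 note: death triggered by thapsigargin at about 15 µM added after 2 h compound pretreatment; cell ATP read after overnight thapsigargin exposure of roughly 18 to 22 hours; normalized against plate controls of thapsigargin alone and 5% DMSO vehicle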
Autophagy mod – modulators of autophagy. calls only at 10 µM (by protocol). AID 463193. MEF GFP-LC3 puncta imaging; test concentration mostly 10 µM. hit rate 0.98% among 190,000;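 active = percentage of spot-positive cells more than 3 SD above its plate mean, without a fluorescence outlier flag or 80% toxicity; inconclusive = no clear call, values can overlap the other calls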;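 note: spot-positive cell cutoff set from DMSO-treated cells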
Salmonella PhoP GFP – PhoP-dependent GFP reporter repression – Salmonella Typhimurium, primary screen (AID 1863); S. Typhimurium PhoP-regulated promoter GFP reporter, 4 h; higher % means a stronger effect; inhibition, % at 50 µM; hits with a dose series show IC50 in µM; hit rate 0.16% among 300,000;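 active = inhibition over 29.93%, a cutoff 3 SD above the screen mean, later confirmed by dose response; inconclusive = inhibition over 29.93% but no dose response follow-up; inactive = inhibition at most 29.93% or unconfirmed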;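 note: 0% = low Mg2+ inducing control and 100% = high Mg2+ repressing control; strong numbers were not always called active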
Dynein transport cytoplasmic EGFP – also measured in Dynein transport; calls as there; z-score; measured here: cytoplasmic GR-EGFP intensity; stronger effect = higher value
Dynein transport nuclear GR-EGFP – recorded beside Dynein transport, whose call it bears; z-score; measured here: nuclear GR-EGFP intensity;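 lower value marks the stronger effect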
Dynein transport cell count – also measured in Dynein transport; calls as there; z-score; measured here: cell count per field
Insulin prom up cell count – second read-out of Insulin prom up, no call of its own (marks repeat the call); cell count; measured here: cytotoxicity, nuclei count;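 total cells summed across four imaged fields per well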
Hep lipid drop cells 6.5 µM – further read-out of Hep lipid drop, marked with its call; cell count; measured here: cell count, cytotoxicity flag;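 cells counted across two imaged fields per well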
bCat nuc transl cell count 5 µM – recorded beside bCat nuc transl, whose call it bears; cell count; measured here: cell count, cytotoxicity flag
T cell modulator vesicle-bound % – further read-out of T cell modulator, marked with its call; double positive events, %; measured here: CD8+ vesicle-bound cell fraction;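 binding gate set so that unloaded-vesicle control wells show 10% double positive cells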
MT stabilizer Hoechst-high % – second read-out of MT stabilizer, no call of its own (marks repeat the call); % Hoechst-high responders; measured here: nuclear condensation Hoechst responders;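 share of cells brighter than vehicle mean plus two SD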
MT stabilizer cytotoxicity % – recorded beside MT stabilizer, whose call it bears; toxicity, %; measured here: cytotoxicity by cell density;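 0% = mean cell density of plate MIN control wells and 100% = no cells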
Autophagy mod cell loss 18 h – also measured in Autophagy mod; calls as there; toxicity, %; measured here: cell loss, nuclei count;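 cell loss after 18 h compound exposure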
Numbers without * were called inactive; i = inactive; ? = inconclusive; nt = no result given.

SMILES	bCat nuc transl	bCat nuc transl cell count 5 µM	MT stabilizer	MT stabilizer Hoechst-high %	MT stabilizer cytotoxicity %	T cell modulator	T cell modulator vesicle-bound %	Insulin prom up	Insulin prom up cell count	Dynein transport	Dynein transport cytoplasmic EGFP	Dynein transport nuclear GR-EGFP	Dynein transport cell count	Hep lipid drop	Hep lipid drop cells 6.5 µM	CSM14.1 death rescue	Autophagy mod	Autophagy mod cell loss 18 h	Salmonella PhoP GFP
CCSc1nc2n(n1)C(c1cccc(F)c1)C1=C(CCCC1=O)N2 (stereo unspecified)	-2.2	1162	2.8	2.1	5.0	i	46	0.11	1225	-0.85	-0.18	-0.19	0.41	nt	nt	-0.1%	i	-21	-2%
CCOCCc1nnc(NC(=O)Cc2c(F)cccc2Cl)s1	0.3	1569	2.3	3.4	3.1	i	51	nt	nt	0.31	-0.2	-0.097	-0.048	-5	651	1.4%	i	12	0%
Cc1cccc(N2CCN(Cc3ccoc3)CC2)c1C	nt	nt	0.7	0.8	4.1	i	14	nt	nt	-0.62	-0.44	-0.53	0.58	-1	754	-1.0%	i	5	28%
O=c1cc(CN2CCN(S(=O)(=O)c3ccccc3)CC2)nc2sccn12	1.3	1024	2.6	1.5	10	i	50	-0.27	1189	0.48	-0.32	0.4	0.23	-3	699	-0.9%	i	14	-10%
FC(F)(F)c1cc(-c2ccccc2)nc2ncnn12	-1.1	1159	3.0	1.3	6.9	i	37	-0.15	1120	0.79	-0.22	0.59	-0.41	7	741	-1.4%	i	-4	-2%
Cc1cc(C)nc(SCc2cn3c(C)cc(C)nc3n2)n1	-0.4	1339	nt	nt	nt	i	42	1.4	1110	-0.7	-0.28	-0.22	0.82	1	728	nt	nt	nt	-7%
COc1ccc(/C=N/Nc2cc(C)nc(N3CCOCC3)n2)c(OC)c1	-0.6	1332	nt	nt	nt	i	39	-0.02	1177	-0.41	-0.17	-0.29	0.67	6	753	nt	nt	nt	-10%
CCc1cccc(CC)c1N(COC)C(=O)Cn1c(C(C)O)nc2ccccc21 (stereo unspecified)	-1.3	1465	1.9	2.0	9.8	i	24	0.17	1400	-0.85	-0.21	-0.14	0.27	nt	nt	-1.6%	nt	nt	0%
O=C(NCc1cccs1)C1CCN(S(=O)(=O)c2cccs2)CC1	-0.8	1160	1.9	2.1	2.5	i	62	nt	nt	0.09	-0.19	0.23	0.7	-3	701	-1.9%	i	0	0%
COc1cc(C(=O)N2CCN(c3ccccc3)CC2)c([N+](=O)[O-])cc1OC	-0.6	1490	2.8	2.7	8.5	i	44	0.3	1417	-0.46	-0.19	-0.25	-0.088	8	722	0.3%	i	-5	1%
O=C(O)CSc1nnc(CSc2nc3ccccc3s2)n1-c1ccccc1	-0.6	1160	3.3	1.3	8.4	i	21	-0.66	1277	0.16	-0.28	-0.43	-0.29	11	700	-0.5%	i	-3	5%
C[C@]1(C(=O)NCCN2CCOCC2)C=C[C@@H](Cc2ccccc2)N1C(=O)c1ccccc1	-2.3	514	3.6	2.6	3.4	i	34	0.03	1230	-0.91	-0.29	0.12	0.62	-5	713	-4.8%	i	-12	-10%
Cc1[nH]c2ccccc2c1/C=C/C(=O)c1ccncc1	-0.2	1253	nt	nt	nt	i	17	0.42	841	-0.27	0.13	-0.061	0.41	1	630	nt	nt	nt	-16%
c1ccc(-c2ccccn2)nc1	nt	nt	3.2	2.4	1.3	i	20	nt	nt	-0.65	-0.23	0.2	0.57	4	721	-2.8%	i	1	2%
O=c1c(-c2ccccc2)nc(-c2ccccc2)cn1O	4.3	1383	1.2	1.4	0.9	i	42	0.1	1687	0.72	-0.19	0.11	0.18	nt	nt	-1.6%	i	2	-3%
CC(=O)c1ccc(NC(=S)N2CCC(O)CC2)cc1	4.2	900	3.3	2.7	4.7	i	40	-0.31	1322	-0.39	-0.24	-0.22	-0.08	-6	660	3.0%	i	12	2%
O=C(/C=C/c1ccc([N+](=O)[O-])cc1)NCC1CCCO1 (stereo unspecified)	0.4	1182	2.9	0.7	5.0	i	43	-0.37	1649	4	-0.17	2.4	-2.3	nt	nt	-0.8%	i	3	20%
Cc1cn(S(=O)(=O)c2ccccc2[N+](=O)[O-])cn1	-0.5	1503	2.9	1.6	2.2	i	38	0.29	1392	-0.3	-0.099	-0.2	0.19	-7	671	-0.6%	i	2	3%
C=Cc1cccc(NC(=O)COc2ccccc2)c1	nt	nt	2.7	2.1	4.4	i	60	nt	nt	-0.16	-0.25	-0.28	-0.66	-4	604	nt	i	4	7%
COc1cccc(NS(=O)(=O)c2ccc3[nH]cc(C(=O)NCCCOC(C)C)c(=O)c3c2)c1	-2.1	1166	4.3	1.7	17	i	35	nt	nt	1.3	2	1.2	-1.9	-3	712	0.5%	i	10	-3%
N#CC1=C(N)OC2=C(C(=O)CCC2)C1CCc1ccccc1 (stereo unspecified)	-1.3	1022	2.6	1.4	11	i	61	0.53	930	1.6	-0.001	1.2	-0.98	-2	786	-0.1%	i	-10	1%
COc1ccccc1-n1nc(C(=O)NCc2ccco2)c2ccccc2c1=O	0.4	895	2.2	2.8	9.0	i	20	0.72	1180	0.99	-0.17	0.55	-0.18	0	751	-2.2%	i	-11	9%
COc1ccc2c(c1OC)C(=O)N1N=C(c3ccc(O)cc3)CC21 (stereo unspecified)	-5.0	1118	1.5	1.8	4.8	i	13	0.24	1982	0.74	-0.21	0.25	-0.59	2	639	-2.5%	i	13	0%
O=C1CC(c2ccccc2)c2ccccc21 (stereo unspecified)	-0.9	1109	5.4	1.4	4.4	i	19	0.65	1402	-0.49	-0.28	-0.19	0.69	nt	nt	0.1%	i	0	0%
COc1ccc(C2N(c3cc(Cl)ccc3OC)C(=O)C3CCCN32)c(OC)c1 (stereo unspecified)	-6.5	1154	6.9	1.8	4.7	i	49	0.64	986	0.14	0.0078	0.38	-1.3	nt	nt	-0.1%	i	6	7%
CSc1ccccc1Nc1ncnc(N)n1	7.5	897	nt	nt	nt	i	40	0.05	1396	0.71	-0.25	0.13	0.16	-6	727	nt	nt	nt	1%
O=C(CSc1ccc2c(c1)OCCO2)Nc1ccc2c(c1)OCO2	1.4	1199	1.0	1.4	7.8	i	32	0.49	834	-0.64	0.2	-0.052	-0.15	5	737	-1.4%	i	1	25%
Cn1c(=NC(=O)CCl)sc2ccccc21	0.2	1390	2.7	1.9	3.9	i	44	-0.17	1539	-0.96	-0.1	-1.2	0.13	nt	nt	-1.1%	?	nt	-6%
N#Cc1ccc(CSc2nnc3[nH]c(=O)cc(N)n23)cc1	-1.6	996	2.1	2.2	1.4	i	47	0.95	1563	0.019	-0.33	-0.22	0.27	20	662	0.2%	i	-3	5%
Cc1ccccc1Nc1cc(=O)oc2ccccc12	-8.1	1179	2.2	2.4	7.7	i	21	nt	nt	0.12	-0.26	0.14	0.73	15	792	-2.2%	i	-2	6%
O=C(NCc1ccccc1)c1cccc(S(=O)(=O)N2CCOCC2)c1	-3.3	1123	3.9	3.1	9.1	i	16	0.07	1876	-0.48	-0.37	-0.019	-0.1	-4	580	-2.9%	i	9	-5%
O=C1NN(c2cccc(Br)c2)C(=O)/C1=C/c1ccc(-c2cc([N+](=O)[O-])ccc2O)o1	1.2	1313	nt	nt	nt	i	52	-0.25	1042	-0.66	-0.068	0.28	-0.31	-13	676	nt	nt	nt	-3%
CCN(CC)CCOC(=O)c1ccc(NC(=O)CNC(=O)c2ccccc2)cc1	-3.1	658	2.9	2.0	14	i	30	nt	nt	-0.41	-0.25	0.53	-0.12	0	749	-1.2%	i	5	-3%
Cn1c(CCC(=O)OCC(=O)NCC(F)(F)F)nc(=O)c2ccccc21	4.4	1066	4.6	2.6	11	i	37	-0.4	1053	0.95	-0.15	0.61	0.00056	0	746	nt	i	-1	4%
Cn1c(Cc2ccccc2)nnc1SCC(=O)NC1CCCCC1	nt	nt	1.3	2.1	6.2	i	7	0.41	1275	0.075	-0.22	0.11	-0.47	0	689	-2.4%	i	4	16%
CCCn1c(/C=C/c2ccco2)nc2ccccc21	3.2	1075	5.9	1.9	7.3	i	48	0.22	1405	1	-0.11	1.3	-1.6	-16	619	-1.3%	i	-9	5%
